aDG glyco up = activators of alpha-DG glycosylation, primary screen, uHTS, Pro5-aDG cells, AlphaScreen | alpha-DG glycosylation AlphaScreen (IIH6); 0% Pro5, 100% B10-LARGE cell signal | hit rate 0.22% among 360,000 | activation, % at 10 µM;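 active = activation of at least 8% versus controls, or a plate z-score of at least 8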;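 also: Pro5 are CHO cells carrying HIG-tagged alpha-DG that lacks glycosylation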
PDI inh = inhibitors of human PDI, primary screen, biochemical, turbidity, single point, plate reader; Protein disulfide-isomerase (Homo sapiens), P07237; PDI insulin aggregation turbidity, A650, 90 min; inhibition, % at 10 µM; hit rate 0.052% among 350,000; AID 588391, 2011;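 active = mean inhibition across replicates of 30% or more, whatever share of single replicates reach that level; inconclusive = mean inhibition below 30% while every single replicate reaches 30%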;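 also: absorbance from insulin aggregation driven by PDI reduction with DTT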
Glyco luc inh = increase of ERlucT glycosylation luciferase signal, primary screen, N-linked glycosylation inhibitor project, D54 ERlucT cells, luminescence, set 2 | hit rate 0.23% among 360,000 | reporter increase, % at 12.5 µM | D54 ERlucT glycosylation luciferase reporter, 24 h; percent of 100 nM tunicamycin response | AID 588692, 2011;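 active = mean luciferase reporter signal, scaled so untreated is 0 and the glycosylation-blocking control 100, at or above a set limit in every replicate; inconclusive = mean reaches the limit but not every replicate does; inactive = mean below the limit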;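 also: luciferase carries N-glycosylation sites so blocking glycosylation raises the light; 0% = median of neutral control wells and 100% = median of 100 nM tunicamycin wells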
Granule exo inh = LAMP-1 surface exposure blockers, TALL-104 cells – cell-based, flow cytometry, MLPCN library, primary screen. TALL-104 LAMP-1 surface exposure; cells stimulated with thapsigargin and PMA. AID 651702, 2012. hit rate 0.66% among 360,000. inhibition, % at 10 µM;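 active = inhibition above about 55%, limit read from the data; inconclusive = no clear call, values can overlap the other calls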
Vif inh = HIV Vif self-association inhibitors, primary screen, imaging, HEK293T, single point. HEK293T cells, Vif self-association by quenched fluorescence, 24 h. inhibition, % at 7.49 µM. hit rate 0.35% among 340,000; in the data active = inhibition above about 50%, passing the limit was not always enough; inconclusive = no clear call, values can overlap the other calls; inactive = below about 31%; also: some results filed as inactive read as strong as hits
hiPSC survival = enhancers of single-cell hiPSC survival, primary screen, ATPlite luminescence. 100% = ROCK inhibitor wells, 0% = DMSO. survival enhancement, % at 20 µM. hit rate 0.044% among 360,000. AID 602274, 2012; in the data active = survival enhancement above about 18%;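 also: cells exposed to compounds for 16 hours before the ATP read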
HTR2A ag = mouse Htr2a agonists via beta-arrestin recruitment, primary screen, cell-based, luminescence; CHO-K1 mHTR2A beta-arrestin complementation; percent of 30 µM serotonin response; activation, % at 7.6 µM; hit rate 0.66% among 360,000; AID 624169, 2012;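 active = activation above a run cutoff, the mean activation of all tested compounds plus 3 SD, cut at about 14% in these data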;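 also: 0% = plate median of compound wells and 100% = 30 µM serotonin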
Target sequence (P35363 whole entry, looked up): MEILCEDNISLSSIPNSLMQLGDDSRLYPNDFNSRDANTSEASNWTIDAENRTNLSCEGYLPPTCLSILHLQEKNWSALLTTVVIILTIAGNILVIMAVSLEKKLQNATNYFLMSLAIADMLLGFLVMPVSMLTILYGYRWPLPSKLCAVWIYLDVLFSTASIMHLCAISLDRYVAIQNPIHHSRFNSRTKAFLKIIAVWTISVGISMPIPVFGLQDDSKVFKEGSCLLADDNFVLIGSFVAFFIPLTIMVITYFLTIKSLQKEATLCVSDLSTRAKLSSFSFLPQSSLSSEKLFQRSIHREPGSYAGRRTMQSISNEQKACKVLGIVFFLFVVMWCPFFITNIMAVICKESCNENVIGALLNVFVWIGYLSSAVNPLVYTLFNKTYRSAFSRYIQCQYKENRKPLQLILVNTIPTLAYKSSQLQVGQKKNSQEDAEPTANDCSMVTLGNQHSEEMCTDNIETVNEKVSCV
CaV13 ICDI inh = Disruptors of the CACNA1D IQ motif to Ca2+-dependent inactivation inhibitor domain association, primary screening, Förster resonance energy transfer in intact living …; AID 743397; hit rate 0.098% among 340,000; HEK cells, CFP/YFP FRET ICDI-IQ, plate reader, 10 min; percent FRET-ratio fall versus neutral wells; inhibition, % at 12.3 µM;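 active = mean replicate inhibition of at least 30% and at least 1% of replicates passing that level; inconclusive = only one of the two criteria is met; inactive = neither criterion is met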;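 also: 0% = median of the neutral control wells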
ABCB6 inh MLPCN = ABCB6 transporter inhibitors, primary screen, K562-ABCB6 cells, flow cytometry, MLPCN library; ATP-binding cassette sub-family B member 6 (Homo sapiens), Q9NP58; K562-ABCB6 porphyrin accumulation, 1 h; active compounds read low; fluorescence ratio to DMSO, % at 10 µM; hit rate 0.19% among 360,000; AID 602162, 2011;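 active = fluorescence ratio to DMSO below 75%, the collection mean minus 3 SD; inconclusive = too few cells collected in the well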;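 also: signal is porphyrin accumulated inside mitochondria; 100% equals median channel fluorescence of DMSO control wells; lower ratio means ABCB6 inhibition with less porphyrin fluorescence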
H9c2 protect = cardioprotection against H2O2-induced cell death, primary screen, uHTS, H9c2 cells, ATPLite luminescence; hit rate 0.63% among 360,000; AID 588492, 2011; H9c2 cardiomyocytes, H2O2 injury protection, 2 h; protection from H2O2 cell death, % at 20 µM;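 active = compounds giving at least 50% protection of heart cells from peroxide-induced death in the single-dose screen, raw or plate-pattern-corrected value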;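 also: 0% = DMSO wells with peroxide and 100% = DMSO wells without peroxide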
Numbers without * were called inactive; ? = inconclusive; · = no result given.

SMILES	aDG glyco up	PDI inh	Glyco luc inh	Granule exo inh	Vif inh	hiPSC survival	HTR2A ag	CaV13 ICDI inh	ABCB6 inh MLPCN	H9c2 protect
N#CCCN(C(=O)COC(=O)C1=NNC(=O)CC1)c1ccccc1	0.0	-3	-2	13	-5	0.0	8	-4	104	-1
Cc1cc(C)c(NC(=O)CSc2ccc(-c3cccnc3)nn2)c(C)c1	0.0	2	0	-2	15	-0.1	3	-3	96	-1
CSc1ccc(S(=O)(=O)NCCOc2ccccc2C)cc1	-0.1	-1	3	9	3	-0.1	-4	-8	99	-18
O=C(NC1CCCCCC1)c1cc(S(=O)(=O)N2CCOCC2)ccc1F	0.2	-1	-1	-4	7	0.0	-3	-6	102	6
CC(C)N1CC2(c3ccccc3)CN(C(C)C)CC(c3ccccc3)(C1)C2=O	-0.1	2	1	0	16	-1.7	5	-5	103	1
Cc1cccc(C)c1-n1nnnc1C(c1ccnc2ccccc12)N(CCN(C)C)Cc1ccccc1 (stereo unspecified)	0.3	·	·	-3	·	-1.0	-8	-6	97	·
CCOC(=O)C1(C)CCN1C(=O)c1cccs1 (stereo unspecified)	0.1	-14	0	-4	25	0.6	-1	-10	93	0
O=C1CN(C(=O)COc2ccc(Br)cc2)c2ccccc2N1	-0.1	-3	-1	-3	-14	-0.2	-5	-6	81	7
CCc1nnc(NC(=O)CSc2nc3c(cc2C#N)CCC3)s1	-0.3	-12	3	-2	·	-4.4	-4	-6	88	-19
Oc1cc(Cc2ccccc2)cnc1CN1CCCCC1	0.1	-3	-2	0	17	8.6	-2	·	96	6
NS(=O)(=O)c1ccc(N2N=C(c3ccccc3)CC2c2cccc(Cl)c2)cc1 (stereo unspecified)	1.2	-5	-2	-2	7	0.9	-5	-4	100	9
CCCCC1CC2=C(C(=O)OC(C)(C)O2)C(c2cccc3ccccc23)O1 (stereo unspecified)	0.2	·	-2	0	·	2.8	-4	-3	92	-9
OCC[C@H]1C[C@H](O)[C@@H](O)[C@]2(Cc3ccccc3CCO2)O1	-0.2	-1	2	4	·	-0.4	-2	-11	102	-1
Cc1noc(C)c1CSCC(=O)Nc1ccc(S(=O)(=O)C(F)F)cc1	-0.3	7	-1	-6	-10	-0.3	-4	-12	94	1
COc1ccccc1C1CCN(c2ccc(CO)cc2[N+](=O)[O-])CC1	0.0	-3	1	-3	-3	-0.4	0	-5	106	-1
Cc1ccc2[nH]c3c(=O)n(Cc4ccco4)cnc3c2c1	1.6	11	4	0	-3	0.0	-5	-14	98	-1
O=C(O)c1cc(O)c2c(c1)[C@@H]([C@H]1c3cc(C(=O)O)cc(O)c3C(=O)c3c(O[C@@H]4O[C@H](CO)[C@@H](O)[C@H](O)[C@H]4O)cccc31)c1cccc(OC3O[C@H](CO)[C@@H](O)[C@H](O)[C@H]3O)c1C2=O (stereo partly specified)	0.1	?	-1	3	4	-1.1	-2	-5	109	4
COc1ccc2c(c1)Cc1cc(NC(=O)c3ccccc3-c3ccccc3C(=O)O)ccc1-2	0.1	9	1	-8	4	3.7	10	-10	95	0
Cc1cc(SCC(=O)Nc2ccccc2)n2ncc(-c3ccccc3)c2n1	-0.1	3	4	0	7	-0.6	-2	-2	102	-1
CCC(C)(c1ccc(C=O)s1)c1ccc(C=O)s1	-0.1	-7	-8	6	12	2.1	-2	-5	99	-10
N/C(=N\OC(=O)Cc1ccc([N+](=O)[O-])cc1)c1ccccn1	0.0	-11	-14	2	1	-2.0	7	-4	436	6
COC(=O)CC1=C(C(=O)OC)C(c2cccc(OCC(N)=O)c2)C(C#N)=C(N)O1 (stereo unspecified)	0.1	3	4	3	8	2.1	-1	-2	96	16
COc1cccc(NC(=O)CN(C)CC(=O)c2c(C)[nH]c3ccccc23)c1	0.0	-6	3	10	-12	-0.4	-3	-2	96	-5
CCOC(=O)C1CCCN(C(=S)Nc2ccc(S(=O)(=O)N3CCOCC3)cc2)C1 (stereo unspecified)	0.2	-5	0	-11	-2	6.4	-5	-5	99	-4

Structural class, those above with a nitro group on carbon
SMILES	aDG glyco up	PDI inh	Glyco luc inh	Granule exo inh	Vif inh	hiPSC survival	HTR2A ag	CaV13 ICDI inh	ABCB6 inh MLPCN	H9c2 protect
COc1ccccc1C1CCN(c2ccc(CO)cc2[N+](=O)[O-])CC1	0.0	-3	1	-3	-3	-0.4	0	-5	106	-1
N/C(=N\OC(=O)Cc1ccc([N+](=O)[O-])cc1)c1ccccn1	0.0	-11	-14	2	1	-2.0	7	-4	436	6

Grouped by structure, those above containing a halogen
SMILES	aDG glyco up	PDI inh	Glyco luc inh	Granule exo inh	Vif inh	hiPSC survival	HTR2A ag	CaV13 ICDI inh	ABCB6 inh MLPCN	H9c2 protect
O=C(NC1CCCCCC1)c1cc(S(=O)(=O)N2CCOCC2)ccc1F	0.2	-1	-1	-4	7	0.0	-3	-6	102	6
O=C1CN(C(=O)COc2ccc(Br)cc2)c2ccccc2N1	-0.1	-3	-1	-3	-14	-0.2	-5	-6	81	7
NS(=O)(=O)c1ccc(N2N=C(c3ccccc3)CC2c2cccc(Cl)c2)cc1 (stereo unspecified)	1.2	-5	-2	-2	7	0.9	-5	-4	100	9
Cc1noc(C)c1CSCC(=O)Nc1ccc(S(=O)(=O)C(F)F)cc1	-0.3	7	-1	-6	-10	-0.3	-4	-12	94	1

Compound activity (PubChem BioAssay)

The order is random; 3.1% or so of the library scored in one or more.
